Compound activity as filed in PubChem.
Glioma ERSR ind: induces the endoplasmic reticulum stress response in human glioma cells | U87-MG GRP78 promoter luciferase reporter, 16 h | Potency, µM, without a hit: top-dose activation, most hits filed as activators | 0.02% of 420,000 active | AID 602332; also: potency is read from the fitted curve at half-maximal effect; series mostly up to about 76 µM; % of control where 0% means no effect; nearly all actives have a fitted effect of over 35% in size
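ERSR induction read as luciferase luminescence (Bright-Glo, 10 min at room temperature) in stably transfected human U87-MG glioma cells exposed to compounds for 16 h, using GRP78 as sensor.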
TrxR1 substrate: rat thioredoxin reductase 1 substrate activity. 0.01% of 390,000 active. purified TrxR1 substrate turnover, NADPH consumption readout. O89049. Potency, µM (doses to about 114 µM), for inactives: at the highest dose activity change, negative = substrate turnover; also: potency is read from the fitted curve at half-maximal effect; % is scaled to controls: 0 for no effect and ±100 for the full control effect; nearly all actives have a fitted effect of over 50% in size
Target sequence (O89049 whole entry, looked up): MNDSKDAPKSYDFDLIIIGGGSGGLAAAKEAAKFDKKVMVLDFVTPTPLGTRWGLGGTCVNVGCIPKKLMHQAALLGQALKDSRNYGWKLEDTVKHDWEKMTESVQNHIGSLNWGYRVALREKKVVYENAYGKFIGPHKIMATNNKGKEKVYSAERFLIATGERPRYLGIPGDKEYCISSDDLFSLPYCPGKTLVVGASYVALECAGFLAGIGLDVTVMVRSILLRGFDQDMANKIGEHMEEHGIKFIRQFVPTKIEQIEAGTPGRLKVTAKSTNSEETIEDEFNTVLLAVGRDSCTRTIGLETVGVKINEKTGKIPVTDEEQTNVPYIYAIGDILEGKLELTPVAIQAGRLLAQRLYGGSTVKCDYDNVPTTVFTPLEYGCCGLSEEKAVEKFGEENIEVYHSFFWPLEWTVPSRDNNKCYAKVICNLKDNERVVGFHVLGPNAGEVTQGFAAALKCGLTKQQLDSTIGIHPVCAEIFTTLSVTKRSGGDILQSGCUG
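Rat TrxR1, dispensed at 90 nM, was prereduced with 400 uM NADPH (final) for 5 min at ~22 deg C, then incubated with compound 15 min before 400 uM selenite. A first-read NADPH fluorescence drop versus no-compound background flagged substrates.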
LDHA block: LDHA (human) enzyme inhibition; P00338; purified LDHA, NADH/diaphorase-resazurin fluorescence; hits give low values; activity change, % (values are at about 110 or 230 µM); 0.15% of 480,000 active; AID 1347041; in the data active = activity change below about -30%; inconclusive = mostly about -25% to -30%;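 also: plate controls were DMSO wells for no effect and wells without enzyme for full effect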
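LDH5 2 nM; NADH 0.06 mM, pyruvate 0.2 mM; 200 mM Tris pH 7.4, EDTA, Tween-20; 5 min RT. Detection: diaphorase 0.133 mg/mL + resazurin 37 µM, fluorescence ex540/em590 at 0 and 20 min; normalized to enzyme-free and DMSO wells.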
PI4K2A block: inhibitors of human PI4K2A. purified PI4K2A, ADP-Glo luminescence, 1 h; hits give low values. activity change, negative = inhibition, % at 76.9 µM. 0.13% of 420,000 active. AID 1346378; in the data active = activity change below about -50%; inconclusive = mostly about -30% to -49%;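 also: -100% = wells without enzyme as full effect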
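ADP-Glo luminescence measured ADP generated by PI4K2A enzyme (4 ug/mL before mixing) with 1.2 mM PI substrate (pre-mix) and 300 microM ATP (pre-mix). Tris pH7.5 buffer with MgCl2, Triton X-100; 1 h reaction at ambient temperature.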
Vif-APOBEC3F blk: Vif-A3F binding inhibition; HeLa A3F-eYFP + Vif (tagged APOBEC3F with the HIV-1 protein that degrades it), YFP fluorescence increase; Potency, µM (series often up to 46.1 µM), for inactives: at the top dose activity, negative = active; 0.2% of 390,000 active; also: potency is read from the fitted curve at half-maximal effect; % of control where 0% means no effect; nearly all actives have a fitted effect of over 65% in size
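HeLa cells stably expressing Vif plus C-terminally eYFP-tagged A3F were seeded, incubated overnight at 37 deg C, dosed with compound, incubated overnight again at 37 deg C. Yellow fluorescence (Ex 488/Em 500-530) reported blocked Vif-mediated A3F-eYFP degradation.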
USP1-UAF1 inh: USP1/UAF1 (human) deubiquitinase inhibition | O94782 | recombinant USP1/UAF1, Ub-Rhodamine cleavage fluorescence | Potency, µM (highest dose often 57.1 µM), for the others: at the highest dose activity change, negative = inhibition, usual class: inhibitors | 0.23% of 390,000 active | AID 743255; also: potency is read from the fitted curve at half-maximal effect; % is scaled to controls: 0 for no effect and ±100 for the full control effect; nearly all actives have a fitted effect of over 60% in size; inactives centre near -12
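USP1/UAF1 complex at 1 nM was preincubated with compound for 15 min at room temperature, then Ub-Rho substrate (150nM final) was added. Fluorescence (480/540 nm) was read kinetically, 6 reads every 60 seconds.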
mIDH1 inhibitor: human IDH1 R132H inhibition; O75874; IDH1-R132H enzyme, NADPH consumption, diaphorase/resazurin fluorescence; Potency, µM (top dose mostly 76.6 µM), inactives show top-dose activity change, negative = inhibition, hits mostly inhibitors; 0.093% of 390,000 active; also: potency is read from the fitted curve at half-maximal effect; % is scaled to controls: 0 for no effect and ±100 for the full control effect; nearly all actives have a fitted effect of over 65% in size
Target sequence (O75874 whole entry R132H, stated change not applied): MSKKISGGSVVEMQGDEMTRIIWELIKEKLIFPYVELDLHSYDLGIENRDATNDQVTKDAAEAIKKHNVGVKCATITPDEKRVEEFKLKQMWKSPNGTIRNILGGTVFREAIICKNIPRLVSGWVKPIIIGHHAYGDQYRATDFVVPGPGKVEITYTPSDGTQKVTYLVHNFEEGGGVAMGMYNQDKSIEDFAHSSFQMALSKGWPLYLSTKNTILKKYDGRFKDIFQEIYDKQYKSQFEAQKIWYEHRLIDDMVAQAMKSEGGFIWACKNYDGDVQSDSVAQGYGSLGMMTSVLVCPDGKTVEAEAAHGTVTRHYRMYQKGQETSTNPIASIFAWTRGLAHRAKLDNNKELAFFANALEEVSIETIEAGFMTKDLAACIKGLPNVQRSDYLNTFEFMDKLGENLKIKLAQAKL
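IDH1-R132H (0.5 ug/mL) preincubated 30 min with compound, then NADPH (0.016 mM) and alpha-KG (2 mM) added; 80 min at RT, pH 7.5. Remaining NADPH coupled via diaphorase/resazurin to fluorescence (540/590 nm); concentration-response curves normalized to no-enzyme control.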
Vif-A3G inh: inhibitors of Vif-APOBEC3G interaction | Q9HC16 | HeLa A3G-eYFP + Vif (tagged APOBEC3G with the HIV-1 protein that degrades it), YFP fluorescence, overnight | 0.076% of 410,000 active | Potency, µM (series often up to 46.1 µM), for inactives: at the highest dose activity, negative = active, usual class: inhibitors;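 also: potency is read from the fitted curve at half-maximal effect; % is scaled to controls: 0 for no effect and ±100 for the full control effect; nearly all actives have a fitted effect of over 60% in size; hits raise eYFP signal because A3G escapes Vif-driven loss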
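Read-out is eYFP fluorescence (Ex 488/Em 500-530) from Vif-expressing HeLa A3G-eYFP cells; more signal means A3G escaped Vif-mediated degradation. Cells plated overnight, compound pinned in, incubated overnight at 37 deg C.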
RXFP1 agonist: RXFP1 (human) receptor agonism; Q9HBX9; 0.3% of 370,000 active; HEK293T-RXFP1 cAMP TR-FRET, 30 min; response scale: percent of porcine relaxin response, buffer zero; Potency, µM (doses to about 57.5 µM), for the others: at the top dose activation, actives largely listed as activators; also: potency is read from the fitted curve at half-maximal effect; % is scaled to controls: 0 for no effect and ±100 for the full control effect; nearly all actives have a fitted effect of over 60% in size; many of its hits are not listed in these tables
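HEK293 cells stably expressing RXFP1, treated 30 min at 37C with compounds plus PDE4 inhibitor Ro 20174; cAMP measured by HTRF TR-FRET. Normalized to buffer and 29 nM porcine relaxin; EC50 by Hill fit.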
An asterisk follows results filed as active; & = joins results of further samples; [ ] = another dose, or the depositor's remark. Unless noted, calls follow the shape of the dose curve; as a rule, active = well fitted curve in the direction sought with a large enough effect; inconclusive = small, poorly fitted or top-dose-only effect, or another doubt; inactive = no such curve, though single readings can be large; an effect the other way counts as inactive or inconclusive. These rows are one share of the data. The share of hits here may be higher or lower than overall.

What do the screens show for `CCN(c1ccccc1)c1nc(N)nc(C#N)n1`?
Glioma ERSR ind: -2%; TrxR1 substrate: -1%; LDHA block: -3; Vif-A3G inh: 5%

Results for N#C/C(=C\c1cc(Cl)cc(Cl)c1O)C(=O)NC1CCCCC1 ?
Glioma ERSR ind: -6%; TrxR1 substrate: -15%; LDHA block: 12; PI4K2A block: 3; Vif-APOBEC3F blk: -22%; USP1-UAF1 inh: -17%; mIDH1 inhibitor: 11%; Vif-A3G inh: 0%; RXFP1 agonist: 3.4%

How did Cc1ccc(C(=O)NC2CCCC(C)C2C)cc1S(=O)(=O)N1CCCCC1 (centres undefined) do in these assays?
Glioma ERSR ind: 7%; TrxR1 substrate: -6%[57.1 µM]; LDHA block: -10; PI4K2A block: -1; Vif-APOBEC3F blk: -4%; USP1-UAF1 inh: -6%; mIDH1 inhibitor: -2%; Vif-A3G inh: 0%; RXFP1 agonist: 0.4%

How did c1ccc(-n2nnc3cnccc32)cc1 do in these assays?
Glioma ERSR ind: 0%; TrxR1 substrate: -11%; LDHA block: -2; PI4K2A block: 5; Vif-APOBEC3F blk: 5%; USP1-UAF1 inh: -5%; mIDH1 inhibitor: 0%; Vif-A3G inh: 1%; RXFP1 agonist: 1.0%

How did Cc1nn(CC(=O)NCCc2ccccc2Cl)c(=O)c2nn(-c3ccccc3)c(C)c12 do in these assays?
TrxR1 substrate: 3%; LDHA block: -15; PI4K2A block: inconclusive; USP1-UAF1 inh: inconclusive; RXFP1 agonist: 26%

How did Cc1cc2c(cc1S(=O)(=O)N(C)C1CCCCC1)OCC(=O)N2 do in these assays?
Glioma ERSR ind: -3%; TrxR1 substrate: -9%[57.1 µM]; LDHA block: 4; PI4K2A block: 2; Vif-APOBEC3F blk: 2%; USP1-UAF1 inh: -23%; mIDH1 inhibitor: 8%; Vif-A3G inh: 2%; RXFP1 agonist: 1.3%

What do the screens show for `CCc1ccc(Nc2nnc(SCC(=O)Nc3cccnc3Cl)s2)cc1`?
Glioma ERSR ind: 2%; TrxR1 substrate: -8%; LDHA block: -1; PI4K2A block: -2; Vif-APOBEC3F blk: -14%; USP1-UAF1 inh: -14%; mIDH1 inhibitor: 12%; Vif-A3G inh: 0%; RXFP1 agonist: 2.2%

Results for CCC/C=C1/CCCOC(C(=O)NCc2ccccc2)(C(F)(F)F)C1 (centres undefined) ?
Glioma ERSR ind: -2%&-1%; TrxR1 substrate: -4%&-12%; LDHA block: 3; PI4K2A block: -2; Vif-APOBEC3F blk: 0%; USP1-UAF1 inh: 0%; mIDH1 inhibitor: 3%; Vif-A3G inh: -1%&2%

Results for Nc1nnc(-c2cn(-c3ccccc3)nc2-c2ccccc2)o1 ?
Glioma ERSR ind: 4%; TrxR1 substrate: 8%[57.1 µM]; LDHA block: 1; PI4K2A block: 5; Vif-APOBEC3F blk: 8%; USP1-UAF1 inh: 0%; mIDH1 inhibitor: -5%; Vif-A3G inh: -5%; RXFP1 agonist: 2.5%

Results for COc1ccc(OC)c(NC(=O)C2CCN(S(=O)(=O)c3ccc4c(c3)OCCO4)CC2)c1 ?
Glioma ERSR ind: -4%; TrxR1 substrate: 4%; LDHA block: 1; PI4K2A block: -1; Vif-APOBEC3F blk: 4%; USP1-UAF1 inh: -24%; mIDH1 inhibitor: 2%; Vif-A3G inh: -2%; RXFP1 agonist: -1.7%

What do the screens show for `COc1cc2c(cc1OC)C(c1ccc3c(c1)OCO3)CC(=O)N2` (centres undefined)?
Glioma ERSR ind: -4%; TrxR1 substrate: 0%; LDHA block: 1; PI4K2A block: 8; Vif-APOBEC3F blk: -7%; USP1-UAF1 inh: -6%; mIDH1 inhibitor: -3%; Vif-A3G inh: -1%; RXFP1 agonist: 0.6%

What do the screens show for `N#Cc1c(N)[nH]c2ccc(Sc3ccccc3)cc12`?
Glioma ERSR ind: -6%; TrxR1 substrate: 1%[11.4 µM]; LDHA block: 2; PI4K2A block: 7; Vif-APOBEC3F blk: 5%; USP1-UAF1 inh: -19%; mIDH1 inhibitor: 6%; Vif-A3G inh: inconclusive

Results for Cc1c(NC(=S)N/N=C/c2cc([N+](=O)[O-])ccc2O)c(=O)n(-c2ccccc2)n1C ?
Glioma ERSR ind: 3%; TrxR1 substrate: -22%; LDHA block: -2; PI4K2A block: -10; Vif-APOBEC3F blk: -14%; USP1-UAF1 inh: -20%; mIDH1 inhibitor: 2%; Vif-A3G inh: -10%; RXFP1 agonist: -2.0%

How did COc1ccc(CNC(=O)COC(=O)Cc2ccc(Br)cc2)cc1 do in these assays?
Glioma ERSR ind: 0%; TrxR1 substrate: 11%[57.1 µM]; LDHA block: -17; PI4K2A block: 1; Vif-APOBEC3F blk: 0%; USP1-UAF1 inh: -22%; mIDH1 inhibitor: -7%; Vif-A3G inh: 7%

How did CC(OC(=O)c1ccc2ccccc2c1)C(=O)N(C)Cc1ccccc1 (centres undefined) do in these assays?
Glioma ERSR ind: 0%; TrxR1 substrate: -14%; LDHA block: -3; PI4K2A block: 5; Vif-APOBEC3F blk: -6%; USP1-UAF1 inh: -10%; mIDH1 inhibitor: -3%; Vif-A3G inh: -21%; RXFP1 agonist: 4.2%

How did NC(=O)C1CCN(C2CC(=O)N(c3ccc(F)c(Cl)c3)C2=O)CC1 (centres undefined) do in these assays?
Glioma ERSR ind: -4%; TrxR1 substrate: -3%[57.1 µM]; LDHA block: -5; PI4K2A block: -1; Vif-APOBEC3F blk: 4%; USP1-UAF1 inh: -2%; mIDH1 inhibitor: 3%; Vif-A3G inh: -3%; RXFP1 agonist: -1.5%

Results for CCCn1c(N)c(N(CCOC)C(=O)c2cc3c(s2)CCC(CC)C3)c(=O)[nH]c1=O (centres undefined) ?
Glioma ERSR ind: -2%; TrxR1 substrate: -10%; LDHA block: -5&1; PI4K2A block: 0; Vif-APOBEC3F blk: -7%; USP1-UAF1 inh: -10%; mIDH1 inhibitor: 1%; Vif-A3G inh: 0%; RXFP1 agonist: -2.4%

Results for Cc1cc(C)c[n+](C(C)C(=O)c2ccc(-c3ccccc3)cc2)c1 (centres undefined) ?
Glioma ERSR ind: -6%; TrxR1 substrate: 5%; LDHA block: -9; PI4K2A block: 1; Vif-APOBEC3F blk: -5%; USP1-UAF1 inh: -18%; mIDH1 inhibitor: 2%; Vif-A3G inh: 0%; RXFP1 agonist: 0.8%

What do the screens show for `C[C@H](NC(=O)c1ccc(Cl)cc1)C(=O)NCCc1ccc(S(N)(=O)=O)cc1`?
Glioma ERSR ind: -4%; TrxR1 substrate: -1%[57.1 µM]; LDHA block: -5; PI4K2A block: 2; Vif-APOBEC3F blk: 3%; USP1-UAF1 inh: -13%; mIDH1 inhibitor: -2%; Vif-A3G inh: 3%; RXFP1 agonist: 0.4%

How did CCCCC/C=C\C[C@H](O)/C=C/c1cccc(C[C@H](O)CCCCO)n1 do in these assays?
Glioma ERSR ind: 4%; TrxR1 substrate: 1%; LDHA block: 13; PI4K2A block: -2; Vif-APOBEC3F blk: 0%; USP1-UAF1 inh: -27%; mIDH1 inhibitor: -4%; Vif-A3G inh: 0%; RXFP1 agonist: -0.4%

What do the screens show for `COc1cccc(N2CC(=O)N(c3cccc(OC)c3)CC2=O)c1`?
Glioma ERSR ind: -4%; TrxR1 substrate: 7%; LDHA block: -2; PI4K2A block: 0; Vif-APOBEC3F blk: 1%; USP1-UAF1 inh: -3%; mIDH1 inhibitor: 6%; Vif-A3G inh: 1%; RXFP1 agonist: 3.1%

What do the screens show for `O=C(Cn1nnc(-c2ccc(Cl)cc2)n1)NC1CC2CCC1C2` (centres undefined)?
Glioma ERSR ind: 1%; TrxR1 substrate: 3%; LDHA block: -2; PI4K2A block: -3; Vif-APOBEC3F blk: -22%; USP1-UAF1 inh: -15%; mIDH1 inhibitor: -6%; Vif-A3G inh: 2%; RXFP1 agonist: 0.8%

How did Cc1ccc(CN(Cc2ccccn2)C(=O)Nc2ccc(C)c(C)c2)cc1 do in these assays?
Glioma ERSR ind: 0%; TrxR1 substrate: 4%; LDHA block: -4; PI4K2A block: 1; Vif-APOBEC3F blk: 5%; USP1-UAF1 inh: -15%; mIDH1 inhibitor: -4%; Vif-A3G inh: -18%; RXFP1 agonist: -0.3%

How did COc1ccc(-c2nc(C)c(CCNS(=O)(=O)c3cc(Cl)ccc3Cl)s2)cc1 do in these assays?
Glioma ERSR ind: -2%; TrxR1 substrate: -10%[57.1 µM]; LDHA block: -2; PI4K2A block: -4; Vif-APOBEC3F blk: 8%; USP1-UAF1 inh: -15%; mIDH1 inhibitor: -8%; Vif-A3G inh: 1%; RXFP1 agonist: 2.6%

Results for Cc1cccc(-c2nn(-c3ccccc3)cc2C(=O)N(C)CC(=O)Nc2ccc(N3CCOCC3)cc2)c1 ?
Glioma ERSR ind: 1%; TrxR1 substrate: -2%; LDHA block: -4; PI4K2A block: -2; Vif-APOBEC3F blk: 10%; USP1-UAF1 inh: -14%; mIDH1 inhibitor: -3%; Vif-A3G inh: 1%; RXFP1 agonist: -1.3%

What do the screens show for `COc1ccc(CNC(=O)Cc2coc3ccc(C(C)C)cc23)cc1`?
Glioma ERSR ind: 0%; TrxR1 substrate: -8%; LDHA block: 4; PI4K2A block: 3; Vif-APOBEC3F blk: -2%; USP1-UAF1 inh: -24%; mIDH1 inhibitor: -7%; Vif-A3G inh: 1%; RXFP1 agonist: -1.1%
